FEN1 inhibitor: human FEN1 inhibition. P39748. Recombinant FEN1 flap cleavage, fluorescence, 15 min. Potency, µM (top dose mostly 114 µM), without a hit: at the highest dose activity change, negative = inhibition, hits mostly inhibitors. hit rate 0.35% among 390,000. AID 588795; note: nearly all actives have a fitted effect of over 65% in size
Target sequence (P39748 whole entry, looked up): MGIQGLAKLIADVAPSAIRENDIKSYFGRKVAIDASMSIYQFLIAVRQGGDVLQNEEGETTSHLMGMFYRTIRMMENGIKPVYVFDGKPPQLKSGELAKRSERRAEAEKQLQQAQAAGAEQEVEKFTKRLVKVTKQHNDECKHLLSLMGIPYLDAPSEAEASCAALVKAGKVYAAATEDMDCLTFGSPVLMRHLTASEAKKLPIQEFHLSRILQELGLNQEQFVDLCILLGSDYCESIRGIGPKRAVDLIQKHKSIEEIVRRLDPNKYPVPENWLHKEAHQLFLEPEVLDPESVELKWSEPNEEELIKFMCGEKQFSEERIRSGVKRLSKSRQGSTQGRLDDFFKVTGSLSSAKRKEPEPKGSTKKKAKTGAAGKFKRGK
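With each library titrated from low to high concentration, compounds met 10 nM FEN1 for 15 min at room temperature before 50 nM substrate was added; readings at 0 and 15 min fed four-parameter Hill curve fits.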
KAT2A inh: blocks human GCN5L2 histone acetyltransferase. Q92830. GCN5L2 HAT assay, ThioGlo1 CoA-SH fluorescence. Potency, µM (top dose mostly 58.9 µM), without a hit: at the top dose activity change, negative = inhibition, actives largely listed as inhibitors. hit rate 0.21% among 390,000
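Titration-based screen in which CoA formation is detected via maleimide probe ThioGlo1 (50uM) turning fluorescent on thiol reaction; substrates H3(1-25) 75uM and acetyl-CoA 70uM, GCN5L2 20nM, 20 min incubation at room temperature.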
N370S GC mod: inhibitors or activators of N370S glucocerebrosidase for Gaucher disease; N370S GC spleen homogenate, 4MU-glucoside fluorescence; Potency, µM (series often up to 59.4 µM), for inactives: top-dose activity change, negative = inhibition, hits mostly inhibitors; hit rate 0.092% among 330,000; AID 2101;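 note: 0% = full enzyme activity and -100% = no enzyme basal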
An asterisk follows results filed as active; ? = inconclusive; / = no result given; & = joins results of further samples; [ ] = remark or other dose. Calls come from the whole dose curve; as a rule, active = well fitted curve in the direction sought with a large enough effect; inconclusive = small, poorly fitted or top-dose-only effect, or another doubt; inactive = no such curve, though single readings can be large; an effect the other way counts as inactive or inconclusive. Unless noted, % is set by controls: 0 for no effect and ±100 for the full control effect; potency is the fitted concentration of half-maximal effect.

SMILES	FEN1 inhibitor	KAT2A inh	N370S GC mod
Cn1c(=O)[nH]c(=O)c2c1nc(Br)n2C/C=N/Nc1ccccc1	-7%	1%	10%
Cc1cc(-c2ccc(Cl)cc2)n2ncnc2n1	2%	-4%	-12%
CN1CCN(C(=O)C2=C[C@@H](c3ccc(C(F)(F)F)cc3)C[C@@H](OCCCCO)O2)CC1	-1%	-2%	-12%
CC(C)C(=O)N1CCN(c2ccccc2NC(=O)c2ccc(Br)o2)CC1	-8%	2%	/
O=C(c1c(Cl)cccc1Cl)N1CCCCCC1	12%	-1%	0%
CCCNC(=O)c1cc(Cl)c(NC(=O)C2=C(C)OCCS2)cc1OC	-13%	-1%	-10%
O=C1c2ccccc2C(=O)N1CCCCSc1nnc2c(Cl)cc(Cl)cn12	-12%	-1%[0.501 µM]	0%
N/C(CC(=O)Nc1ccc(F)cc1)=N\O	1%	1%	5%
C[C@]12C=C[C@H](O)CC1=CCC1C2CC[C@@]2(C)C1CCC21OCCO1 (stereo partly drawn)	2%	-4%	/
CC(C)CCNC(=O)c1ccc2c(c1)N(Cc1cccc(Cl)c1)C(=O)c1ccccc1S2	7%	-15%	/
Cc1ccc(C)c(N2CCN(C(=O)c3cc(S(=O)(=O)N4CCOCC4)ccc3F)CC2)c1	-7%	-3%	11%
COc1ccc2c(c1)CCc1c-2n[nH]c1C(=O)O	-11%	-5%	-13%
COc1ccc(-n2cc(CNCC3CC(=O)N(C4CC4)C3)c(-c3ccccc3Cl)n2)cc1 (stereo not drawn)	-4%	123%[activator]	9%
O=S(=O)(Nc1ccccn1)c1ccc(-n2cccn2)cc1	2%	0%	-19%
COc1ccc2c(c1)CCC(C)N2S(=O)(=O)c1ccc(C2CNC(=O)C2)cc1 (stereo not drawn)	-7%	-3%	-2%
CCCNC(=O)c1[nH]c(C)c(C(C)=O)c1C	-4%	2%	-4%
COc1ccc(-c2noc(CC(=O)N(C)c3cc(Cl)c(OC)cc3OC)n2)cc1	3%	-7%	/
O=C(CCCOc1ccccc1)N1CCc2ccccc2C1	-4%	-1%	5%
O=S(=O)(Nc1nc2ccccc2nc1Nc1cccc(S(=O)(=O)N2CCCCC2)c1)c1ccccc1	4%	?	-3%
CC(C)C(=O)Nc1nnc(CSCc2ccccc2F)s1	5%	-8%	-2%[12.8 µM]
COc1ccc(/C=C/C2=NNC(=O)CC2)cc1	0%	-20%	-8%
CC(=O)N1CCCc2cc(S(=O)(=O)N(C)Cc3ccccc3)ccc21	-3%	-20%	-2%
COc1ccc2[nH]c(C(=O)Nc3ccc(F)cc3Br)cc2c1	3%	-21%	-6%
CC(=O)Nc1ccc(S(=O)(=O)N(C)c2ccc(OCCOc3ccccc3F)cc2)cc1	11%	-1%	/
CCN(C(=O)COC(=O)CSc1ccc(F)cc1)c1c(N)n(Cc2ccccc2)c(=O)[nH]c1=O	0%	0%	/
Next section
SMILES	FEN1 inhibitor	KAT2A inh	N370S GC mod
COc1ccc(N2CC(C(=O)Nc3nnc(SCC(=O)N4CCCC4)s3)CC2=O)cc1 (stereo not drawn)	-12%	-9%	0%
CCOc1ccc(Nc2nc(N)c(C(=O)c3ccccc3Cl)s2)cc1	-2%	0%	/
Cc1ccc(-c2csc(C(C#N)=C3CCCC3)n2)cc1	1%	-14%	-16%
O=C(Nc1cccc(F)c1)C1CCN(C(=O)Cc2ccccc2)CC1	1%	0%	-10%
Cc1cc(C)c(NC(=O)Cn2nnc(C(=O)NCc3ccco3)c2N)c(C)c1	-4%	-17%	5%
CCCCN(N=Nc1nonc1OC)c1nonc1OC	-2%	5%	1%
O=c1c2ccccc2nc(N2CCN(c3ccccc3)CC2)n1Cc1ccccc1	1%	-17%	10%
O=C(CCOc1ccccc1F)N1CCN(c2ccccc2O)CC1	-6%	-2%	1%
O=C(N[C@@H](Cc1ccccc1)C(=O)NCc1ccc(F)cc1)C1CCNCC1	-1%	-2%	-3%
CC(C)c1ccc(NC2CCCN(C(=O)c3ccnn3C)C2)cc1 (stereo not drawn)	-4%	-15%	-3%
COCC(C)n1c(COc2ccccc2F)nnc1SCc1c(C)noc1C (stereo not drawn)	-8%	1%	3%
CC(=O)Nc1nc(C)c(S(N)(=O)=O)s1	9%	1%	-22%
Nc1nnc(SCc2nc3scc(-c4ccccc4)c3c(=O)[nH]2)s1	1%	3%	10%
NC(=O)COC(=O)c1cccc(NS(=O)(=O)/C=C/c2ccccc2)c1	-1%	-1%	13%
Cc1sc(NC(=O)C2C3CCC(O3)C2C(=O)O)nc1-c1ccc(CC(C)C)cc1 (stereo not drawn)	-21%	1%	?
O=C(Nc1nnc(SCC(=O)N2CCCC2)s1)C1CC(=O)N(c2ccc(F)cc2)C1 (stereo not drawn)	3%	-9%	-9%
COc1cccc(/C(O)=C2/C(=O)C(=O)N(Cc3ccco3)C2c2ccncc2)c1 (stereo not drawn)	-7%	?	-1%
CCOC(=O)COc1c(Br)cc(/C=C2\SC(=O)N(CC(=O)N3CCCC3)C2=O)cc1OC	3%	-6%[0.501 µM]	-6%
C[C@H](NS(=O)(=O)c1ccccc1)C(=O)N1CCN(C(c2ccccc2)c2ccccc2)CC1	-11%	-9%	/
COc1ccc(C(C)NC(=O)CC23CC4CC(CC(C4)C2)C3)cc1 (stereo not drawn)	-13%	-2%	-3%
CCN(CC)CCNC(=O)c1cc2c(=O)n(C)c3ccccc3c2s1	50µM*	0%	27%
COc1ccc(Cl)cc1S(=O)(=O)N(C)CC(=O)NCCCn1ccnc1	3%	1%	-16%
CC12CCC(=O)N1C(C(=O)N1CCN(S(=O)(=O)c3cccc(Cl)c3)CC1)CS2 (stereo not drawn)	12%	-6%	2%
C=C1CC[C@H](O)C/C1=C/C=C1\CCC[C@]2(C)C([C@H](C)CCCC(C)(C)O)CC[C@@H]12 (stereo partly drawn)	/	-12%&-21%	-5%&-4%
Cc1cccc(C(=O)NCC(=O)Nc2ccc(S(=O)(=O)Nc3nc(C)cc(C)n3)cc2)c1	20%	-4%	2%
Additional compounds follow:
SMILES	FEN1 inhibitor	KAT2A inh	N370S GC mod
CNC(=O)c1cc2cc(OC)ccc2oc1=N	-5%	?	1%
Cc1csc(SCC(=O)NCc2ccccc2)n1	1%	-7%	-13%
CCC(=O)N1CCc2cc(S(=O)(=O)CCC(=O)N3CCN(c4cc(C)ccc4C)CC3)ccc21	19%	-3%	/
COc1ccccc1C(=O)Nc1ccc(S(=O)(=O)Nc2nc(C)cc(C)n2)cc1	-12%	-6%	/
O=c1[nH]c(=O)n([C@@H]2C[C@H](O)[C@H](CO)O2)cc1C(F)(F)F	/	6%[21.4 µM]	9%[21.6 µM]
Cc1sc2nc(SC3CCOC3=O)n(Cc3ccccc3)c(=O)c2c1C (stereo not drawn)	-9%	-2%	?
N#CCCN(C(=O)COC(=O)/C=C/c1cccs1)c1ccccc1	-5%	-1%	/
Cc1nnc(NNS(=O)(=O)c2ccc(Cl)cc2)[nH]c1=O	16%	-5%	2%
CC(=O)Oc1ccc(N2C(=O)C3C(C2=O)C(C(=O)c2ccc(Cl)cc2)N2CCCC32)cc1 (stereo not drawn)	-2%	-16%	-11%
CCCCc1nn2c(=O)cc(COC(=O)c3cccc(NC(=O)CCc4ccccc4)c3)nc2s1	6%	15%	/
O=C(c1ccc(-c2ccccc2)cc1)c1ccccc1C(=O)N1CCOCC1	-5%	-22%	18%
CCCCOc1cccc(C2C(C(=O)c3cccs3)=C(O)C(=O)N2Cc2cccnc2)c1 (stereo not drawn)	0%	-9%	5%
O=C(Nc1ccc2c(c1)OCO2)C1CCN(C(=O)c2cccs2)CC1	1%	1%	8%
O=C(C[n+]1ccc(C(=O)NCc2ccccc2)cc1)c1ccc(Cl)cc1	2%	0%	-4%
CCOC(=O)c1c(-c2ccccc2)oc2ccc(OCc3cccc(Br)c3)cc12	-9%	0%	/
Cc1cc2c(=O)n(Cc3ccco3)c(SCC(=O)NCc3ccco3)nc2s1	-10%	-6%	15%
Cc1nn(C)c(Cl)c1/C=N/OC(=O)c1ccc(F)cc1	16%	-3%	7%
CC(C)CNC(=S)N1CCC(C(=O)c2ccc3c(c2)OCCO3)CC1	13%	-3%	11%
CC1CCN(C(=O)c2ccc([N+](=O)[O-])o2)CC1	9%	-4%	2%
CCCNc1sc(S(=O)(=O)CCC)nc1S(=O)(=O)c1ccc(C)cc1	-11%	3%	8%
COc1ccc(NC2CCCN(C(=O)COc3ccc(Cl)cc3C)C2)cc1OC (stereo not drawn)	-1%	-7%	-5%
CCOC(=O)c1ccccc1N/C=C1\CCCC1=O	-14%	-3%	17%
COc1ccccc1NS(=O)(=O)c1cccc(NC(=O)NCCCl)c1	4%	-3%	-22%
O=c1oc(C2(O)CCCCC2)cc2ccc(/C=C/c3ccc(F)cc3)cc12	-15%	-7%	/
CC(=O)N1N=C(c2cccc(Cl)c2)OC1c1ccc(C(C)C)cc1 (stereo not drawn)	-11%	-9%	7%

As a short view, 15 of the compounds above.
SMILES	FEN1 inhibitor	KAT2A inh	N370S GC mod
CNC(=O)c1cc2cc(OC)ccc2oc1=N	-5%	?	1%
Cc1csc(SCC(=O)NCc2ccccc2)n1	1%	-7%	-13%
CCC(=O)N1CCc2cc(S(=O)(=O)CCC(=O)N3CCN(c4cc(C)ccc4C)CC3)ccc21	19%	-3%	/
COc1ccccc1C(=O)Nc1ccc(S(=O)(=O)Nc2nc(C)cc(C)n2)cc1	-12%	-6%	/
O=c1[nH]c(=O)n([C@@H]2C[C@H](O)[C@H](CO)O2)cc1C(F)(F)F	/	6%[21.4 µM]	9%[21.6 µM]
Cc1sc2nc(SC3CCOC3=O)n(Cc3ccccc3)c(=O)c2c1C (stereo not drawn)	-9%	-2%	?
N#CCCN(C(=O)COC(=O)/C=C/c1cccs1)c1ccccc1	-5%	-1%	/
Cc1nnc(NNS(=O)(=O)c2ccc(Cl)cc2)[nH]c1=O	16%	-5%	2%
CC(=O)Oc1ccc(N2C(=O)C3C(C2=O)C(C(=O)c2ccc(Cl)cc2)N2CCCC32)cc1 (stereo not drawn)	-2%	-16%	-11%
CCCCc1nn2c(=O)cc(COC(=O)c3cccc(NC(=O)CCc4ccccc4)c3)nc2s1	6%	15%	/
O=C(c1ccc(-c2ccccc2)cc1)c1ccccc1C(=O)N1CCOCC1	-5%	-22%	18%
CCCCOc1cccc(C2C(C(=O)c3cccs3)=C(O)C(=O)N2Cc2cccnc2)c1 (stereo not drawn)	0%	-9%	5%
O=C(Nc1ccc2c(c1)OCO2)C1CCN(C(=O)c2cccs2)CC1	1%	1%	8%
O=C(C[n+]1ccc(C(=O)NCc2ccccc2)cc1)c1ccc(Cl)cc1	2%	0%	-4%
CCOC(=O)c1c(-c2ccccc2)oc2ccc(OCc3cccc(Br)c3)cc12	-9%	0%	/

(listing goes on)
SMILES	FEN1 inhibitor	KAT2A inh	N370S GC mod
O=C(/C=C/c1ccccc1Cl)Nc1ccc(-c2nnc3n2CCCCC3)cc1	6%	-6%	-13%
Cc1ccc(NC(=S)NNC(=S)Nc2cccc(C(F)(F)F)c2)cc1	-14%	?	-1%
Cc1c(NC(=O)COC(=O)C2=COCCO2)cccc1[N+](=O)[O-]	6%	-7%	-15%
NC(=O)C1(N2CCCCC2)CCN(C(=S)Nc2cccc(Cl)c2)CC1	-5%	2%	-4%
COc1ccc(/C=C/C(=O)Nc2cc(S(=O)(=O)N3CCOCC3)ccc2OC)cc1	-23%	-13%	/
CSc1nnc2ccc(-c3cccs3)nn12	9%	-9%	-2%
COc1ccccc1N1CCN(C(=O)c2cccc(S(=O)(=O)Nc3ccccc3F)c2)CC1	9%	1%	/
O=C1OC(Nc2ccc3c(c2)OCO3)c2ccccc21 (stereo not drawn)	0%	-7%	0%
O=S1(=O)N=C(Nc2cccc(C(F)(F)F)c2)c2ccccc21	2%	4%	/
CCSc1nc(N)c2c3c(sc2n1)CCC3	-7%	-6%	26%
COc1ccc(Nc2nccc(-c3ccc([N+](=O)[O-])cc3)n2)cc1	-11%	-9%	-12%
CC(C)(C)NC(=O)COC(=O)c1ccc(S(=O)(=O)N2CCCC2)cc1	-1%	-2%	-7%
CCOc1ccc(C(=O)CCC(=O)N2CCN(S(=O)(=O)c3cccc(F)c3)CC2)cc1	-11%	-7%	/
COc1ccc(CNC(=O)c2noc(C)c2[N+](=O)[O-])cc1	5%	-13%	-1%
COc1ccc(C(=O)Nc2ccc(F)cc2F)cc1OC	1%	-94%	7%
CCN(Cc1ccccc1)C(c1ccccn1)c1nnnn1C(C)(C)CC (stereo not drawn)	-5%	-3%	7%
CC1=C(C(=O)OC(C)C)C(/C=C/c2ccccc2)NC(=O)N1 (stereo not drawn)	-2%	-7%	-4%
O/N=C/c1ccc(-c2ccccc2OC(F)(F)F)o1	2%	-5%	10%

Bioassay records (PubChem BioAssay)
